Assay outcomes: PubChem, National Center for Advancing Translational Sciences (NCATS)
EPAC2 agonist = activates human EPAC2 exchange factor | Q8WZA2 | EPAC2 activation, biochemical qHTS; response scale: 100% = 6.5 mM cAMP response | Potency, µM (series often up to 154 µM), for the others: at the highest dose activation, usual class: activators | 0.079% of 360,000 active | AID 720711; further: potency means the concentration at half of the fitted maximal effect; nearly all actives have a fitted effect of over 50% in size
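Compounds were added across a concentration range to EPAC2 (100 nM), RAP1B-BODIPY-GDP (250 nM) and GDP (50 uM). After 5 min at room temperature, fluorescence was recorded at 5-min intervals for 30 min.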
EPAC2 antag = antagonists of human EPAC2; EPAC2 GEF exchange of Rap1B-BODIPY-GDP, fluorescence; Q8WZA2; 0.18% of 360,000 active; Potency, µM (highest dose often 114 µM), for the others: top-dose activity, negative = inhibition, hits mostly inhibitors; AID 720708; further: potency means the concentration at half of the fitted maximal effect; on the % scale 0 is the no-effect control and ±100 the full control effect; nearly all actives have a fitted effect of over 45% in size; many of its hits are not listed in these tables
CCT modulator = modulators of cytosolic chaperonin (CCT/TRiC) activity; purified chaperonin ATPase assay, HTRF ADP detection, 30 min; activity change, % (test concentration not listed), hits read low; AID 651819; 0.3% of 360,000 active; in the data active means activity change below about -30%; further: on the % scale 0 is the no-effect control and ±100 the full control effect
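First, chaperonin was dispensed at 40 nM or 20 nM final depending on batch activity. Next, compounds were pinned at 76 uM and ATP added at 10 uM. After 30 min at 37 °C, ADP detection reagents ran 30 min at ambient temperature.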
Akt phos inh = Akt phosphorylation inhibition; Neuro2A IGF-stimulated pAkt S473 HTRF, 20 min; stronger effect = lower value; activity change, % for hits at 50 µM; 0.32% of 360,000 active; AID 651550; in the data active means activity change below about -80%; inconclusive means mostly about -51% to -80%; further: on the % scale 0 is the no-effect control and ±100 the full control effect
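Single-point screen (50 µM final compound) in Neuro2A cells stimulated 20 min with 6 nM IGF at 37 deg C. After lysis, Ser473-phosphorylated Akt read by HTRF (ex 330 nm, em 615/665 nm) as the 665/615 ratio.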
MmCpn inh = blocks the Methanococcus maripaludis chaperonin Mm-Cpn; 0.031% of 330,000 active; Potency, µM (top dose mostly 76.9 µM), without a hit: at the top dose activity, negative = inhibition, hits mostly inhibitors; purified Mm-Cpn ATPase, ADP Transcreener TR-FRET; further: potency means the concentration at half of the fitted maximal effect; on the % scale 0 is the no-effect control and ±100 the full control effect; nearly all actives have a fitted effect of over 80% in size
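TR-FRET (320 nm excitation; 590 and 665 nm emission) reports ADP made from 10 uM ATP by 25 nM enzyme; compounds were preincubated 10 min, reaction run 30 min, both at 37°C.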
D3 ag = activates the human D3 dopamine receptor; P35462; D3R DiscoveRx beta-arrestin cells, luminescence, 90 min; max activation, %; 0.58% of 410,000 active; in the data active means max activation above about 30%; further: 0% is about no effect; mostly tested at two doses, the higher about 12 µM
Target sequence (P35462 whole entry, looked up): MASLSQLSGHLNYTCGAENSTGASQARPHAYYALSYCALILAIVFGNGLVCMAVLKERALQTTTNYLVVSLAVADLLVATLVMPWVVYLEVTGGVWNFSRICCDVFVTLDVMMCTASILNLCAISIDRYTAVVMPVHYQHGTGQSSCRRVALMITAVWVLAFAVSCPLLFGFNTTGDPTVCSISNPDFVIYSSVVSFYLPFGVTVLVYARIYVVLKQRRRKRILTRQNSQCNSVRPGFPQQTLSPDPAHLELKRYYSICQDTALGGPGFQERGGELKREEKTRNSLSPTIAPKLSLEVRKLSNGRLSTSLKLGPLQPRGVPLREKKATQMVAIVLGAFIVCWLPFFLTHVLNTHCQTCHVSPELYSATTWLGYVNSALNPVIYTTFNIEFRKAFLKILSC
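Agonist mode: compounds and dopamine controls were applied to plated cells for 90 min at 37 degrees C after an overnight attachment at 1500 cells/well. Luminescent read-out followed 30 - 60 minutes at room temperature with DiscoveRx detection reagent.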
PTHR1 ag = activates the human parathyroid hormone receptor PTHR1 | 0.075% of 410,000 active | Q03431 | Potency, µM (top dose mostly 115 µM), for inactives: top-dose activation, most hits filed as activators | AID 743266 | HEK293 GP2 PTHR1 cells, GloSensor cAMP luminescence, 1 h; further: potency means the concentration at half of the fitted maximal effect; nearly all actives have a fitted effect of over 55% in size; some results filed as inactive show a strong effect at the top dose; inactives centre near -15; many of its hits are not listed in these tables
Target sequence (Q03431 whole entry, looked up): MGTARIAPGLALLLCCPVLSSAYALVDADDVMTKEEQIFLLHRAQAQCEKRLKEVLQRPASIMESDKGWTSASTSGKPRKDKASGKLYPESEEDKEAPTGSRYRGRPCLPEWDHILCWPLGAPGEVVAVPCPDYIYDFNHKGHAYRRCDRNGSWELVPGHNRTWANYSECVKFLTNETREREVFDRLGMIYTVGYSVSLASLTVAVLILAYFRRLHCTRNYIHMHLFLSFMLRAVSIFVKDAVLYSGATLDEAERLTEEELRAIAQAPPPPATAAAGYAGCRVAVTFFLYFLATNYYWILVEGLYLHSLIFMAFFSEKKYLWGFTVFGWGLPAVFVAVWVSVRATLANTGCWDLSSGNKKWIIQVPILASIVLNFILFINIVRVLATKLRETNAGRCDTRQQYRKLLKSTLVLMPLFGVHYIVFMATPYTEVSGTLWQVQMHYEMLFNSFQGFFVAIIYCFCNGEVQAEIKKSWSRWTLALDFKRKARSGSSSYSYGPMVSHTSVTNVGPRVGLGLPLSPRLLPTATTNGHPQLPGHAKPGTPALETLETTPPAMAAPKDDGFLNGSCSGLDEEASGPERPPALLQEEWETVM
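HEK-293-derived GP2 cells expressing PTHR1 and a GloSensor cAMP reporter, 3,000/well, plated overnight, given luciferin plus IBMX (each 0.5 mM as added) for 1 h at 37 °C, then compound for 1 h at 37 °C. Luminescence was read after 15 min at room temperature.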
D3 antag = antagonists of human D3 dopamine receptor; D3R cells, DiscoveRx beta-arrestin luminescence, antagonist mode; stronger effect = lower value; max response, negative = inhibition, %; 2.5% of 360,000 active; AID 652054; in the data active means max response below about -50%; inconclusive means no clear call, values can overlap the other calls; further: on the % scale 0 is the no-effect control and ±100 the full control effect; mostly tested at two doses, the higher about 12 µM
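Cells plated overnight at 1500 cells/well, then exposed to library compounds with dopamine controls for 90 minutes at 37 degrees C. DiscoveRx reagent added for 30–60 minutes at room temperature; luminescence read, quantitative HTS format.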
Starred values were filed as active, the others as inactive; i = inactive; ? = inconclusive; nt = no result given; & = joins results of further samples; [ ] = dose if it differs, or a comment. Unless noted, the call rests on the fitted dose curve; in most records, active means well fitted curve in the direction sought with a large enough effect; inconclusive means small, poorly fitted or top-dose-only effect, or another doubt; inactive means no such curve, though single readings can be large; an effect the other way counts as inactive or inconclusive. Not all compounds are listed. The share of hits here may be higher or lower than overall.

nr	mol	EPAC2 agonist	D3 antag	D3 ag	EPAC2 antag	MmCpn inh	Akt phos inh	CCT modulator	PTHR1 ag
1	CCC(=O)N1CCc2cc(S(=O)(=O)CCC(=O)N(C)c3ccc(OC)cc3)ccc21	-3%	-3	6&-4	-6%	-2%	i	1.6	-6%
2	CC1CCN(C(=O)c2[nH]cnc2C(=O)Nc2cccc(Cl)c2)CC1	-1%	-17	-21	5%	1%	i	1.4	-33%[inhibitor]
3	Cc1ccccc1NC(=O)CSC1=C(C#N)C(c2ccsc2)CC(=O)N1 (configuration not stated)	9%	21	-1	1%	0%	i	0.2	-34%[inhibitor][57.5 µM]
4	NS(=O)(=O)c1ccc(CCNC(=O)c2ccc3ccccc3n2)cc1	4%	-22	4	-11%	-1%	i	-3.2	-19%
5	COC(=O)C1C(O)=C(C=Nc2ccc3ccccc3c2)C(=O)CC1(C)C (configuration not stated)	7%	-9	-4	23%	-2%	i	1.3	10%
6	COc1ccc(CCC(=O)Nc2sc(C(=O)N(C)C)c(C)c2C#N)cc1	10%	-28	-2	-9%	-3%	i	-2.2	-3%
7	CC(C)N(C(=S)NC1CC2CCC1C2)c1ccccc1 (configuration not stated)	2%	-3	-2	-7%	-2%	i	-5.8	-12%
8	COc1ccc(Br)cc1/C=C/C(=O)NCC(=O)O	14%	-9	-6	0%	2%	i	-2.2	16%
9	CCC(C)C(NC(=O)c1ccccc1NC(=O)c1ccc(OC)cc1)C(=O)NCCCn1ccnc1 (configuration not stated)	-1%	-2	-2	6%	1%	i	-1.6	i
10	COc1ccc(NC(=O)CC(c2ccccc2)c2ccco2)cc1 (configuration not stated)	1%	4	0	1%	-6%[15.4 µM]	i	-1.2	-6%
11	CCCC(=O)Nc1cc(-c2nc3ncccc3o2)ccc1C	0%[15.6 µM]	0	2	1%	1%	nt	-4.1	-10%[57.5 µM]
12	COc1cccc(/C=C/C(=O)OCC(=O)Nc2ccc(Cl)c(S(=O)(=O)N(C)C)c2)c1OC	26%	-19	-9	-16%	0%	i	-2.4	-21%
13	CCOc1ccc(C(=O)N2CCc3cc(OC)c(OC)cc3C2)cc1OCC	3%	49	1	3%	-2%	i	-3.2	i
14	Cc1coc2cc3oc(=O)c(CCC(=O)NCC(=O)O)c(C)c3cc12	3%	14	-3	-3%	-4%	i	1.2	?
15	C=CCNc1nnc(SC2CC(=O)N(c3ccc(OC)cc3)C2=O)s1 (configuration not stated)	15%	60	-11	-1%	1%	i	-2.9	i
16	COc1cc(-c2coc3c(C(=O)NC4CCCCC4)cccc23)ccc1O	17%	10	6	-10%	nt	i	1.8	-9%
17	Cc1ccc(C(=O)NCC(=O)NCC(c2cccs2)N2CCOCC2)cc1C (configuration not stated)	6%	2	3	9%	?	i	0.2	i
18	C=CCNC(=O)/C(C#N)=C/c1c(C)nn(-c2ccc(Cl)cc2)c1Cl	12%	14	0	6%[57.1 µM]	1%	i	0.6	-44%[inhibitor]
19	CCCn1c(C2CC(=O)N(c3ccc(C)cc3)C2)nc2ccccc21 (configuration not stated)	1%	7	1	4%	1%	nt	0.8	-2%
20	CCN(CCn1cccn1)C(=O)CC1C(=O)NCCN1CCc1ccccc1 (configuration not stated)	-1%	-3	-11	-3%	4%	i	-4.8	i
21	O=C(CCCOc1ccc(Cl)cc1)NCCc1ccccc1	-8%	17	2	-9%	1%	i	1.4	i
22	O=C(CSc1nnc(CNC(=O)c2cccc(C(F)(F)F)c2)o1)NCC1CCCO1 (configuration not stated)	-4%	3	4	13%	2%	i	-0.5	i
23	CCN1CCN(C(CNC(=O)c2ccc3c(c2)OCO3)c2cccnc2)CC1 (configuration not stated)	10%	-22	-3	9%	2%	i	-3.0	i
24	Cc1ccc(-n2nc3c(N4CCC(C(=O)N5CCN(C)CC5)CC4)nnc(C)c3c2C)cc1	-4%	-10	-9	0%	-3%	i	-0.3	-22%
25	CCOC(=O)CNc1nc(C#N)nc(N2CCOCC2)n1	-2%	0	-1	10%	4%	i	-0.5	-23%[57.5 µM]
26	CC(C)N1CCN(Cc2cccn2-c2nccs2)CC1CCO (configuration not stated)	-5%	4	3	9%	1%	i	-2.8	i
27	O=[N+]([O-])c1ccc(N2CCCCCC2)c(S(=O)(=O)N2CCCCC2)c1	5%	-28	-15	-4%	0%	i	-2.6	-3%[57.5 µM]
28	COc1ccc(OC)c2c(=O)cc(C(=O)O)[nH]c12	6%	6	5	-3%	0%	i	2.0	i
29	O=C(Cn1cc(C(F)(F)F)ccc1=O)N1CCN(S(=O)(=O)c2ccc(Cl)cc2)CC1	-10%	2	0	12%	0%	i	0.1	-14%[57.5 µM]
30	COc1ccc(-c2cc(C(F)(F)F)n3nc(C(=O)N4CCCCC4)cc3n2)cc1	12%	30	15	-4%	0%	i	1.0	-24%

The closing four records of the part above lead into the next:
nr	mol	EPAC2 agonist	D3 antag	D3 ag	EPAC2 antag	MmCpn inh	Akt phos inh	CCT modulator	PTHR1 ag
27	O=[N+]([O-])c1ccc(N2CCCCCC2)c(S(=O)(=O)N2CCCCC2)c1	5%	-28	-15	-4%	0%	i	-2.6	-3%[57.5 µM]
28	COc1ccc(OC)c2c(=O)cc(C(=O)O)[nH]c12	6%	6	5	-3%	0%	i	2.0	i
29	O=C(Cn1cc(C(F)(F)F)ccc1=O)N1CCN(S(=O)(=O)c2ccc(Cl)cc2)CC1	-10%	2	0	12%	0%	i	0.1	-14%[57.5 µM]
30	COc1ccc(-c2cc(C(F)(F)F)n3nc(C(=O)N4CCCCC4)cc3n2)cc1	12%	30	15	-4%	0%	i	1.0	-24%
31	CC(C)NC(=S)Nc1c(N)[nH]c(=O)[nH]c1=O	16%	17	-1	0%	0%	i	-1.4	-1%
32	COc1ccccc1NC(=O)c1oc2ccccc2c1NC(=O)c1cc(OC)c(OC)c(OC)c1	15%	14	-2	-3%	nt	-93%*	-1.9	-9%
33	CCCN1CCN(CCCNC(=O)CN2C(=O)c3cccnc3Oc3ccc(Cl)cc32)CC1	8%	?	-13	4%	2%	i	0.0	-22%
34	COc1ccccc1C1CC(=O)Oc2cc(OC)c(OC)c(OC)c21 (configuration not stated)	8%	33	0	?	-2%	i	1.8	-16%
35	CCOC(=O)Cc1cc(=O)[nH]c(=O)[nH]1	8%	3	-8	5%	-2%	i	0.0	-19%
36	Cc1cc(C(=O)CSc2nc(N)cc(=O)[nH]2)c(C)n1CC1CCCO1 (configuration not stated)	14%	5	3	-6%	1%	i	-0.9	-23%
37	COCCNC(=O)C1(C)CCCN(C(=O)c2ccccc2OC)C1 (configuration not stated)	11%	-8	-13	-15%	nt	i	-0.9	i
38	O=C(Nc1cccc(Cl)c1)O/N=C\c1ccncc1	7%	19	-4	7%	0%	i	0.7	i
39	CCOC(=O)c1ccc2nc(CCC(=O)N[C@H](C(=O)OC)C(C)C)c(=O)n(CC)c2c1	-3%	36	4	-5%	-2%	i	-0.4	-30%
40	CC[C@@H](C)[C@H](CN[C@H](CNC)C(C)C)NC[C@@H](C)c1ccc(CC(C)C)cc1	4%	1	9	2%	0%	i	-0.6	14%
41	CC1CC(C)(C)CC2(C1)NC(=O)N(CC(=O)N1CCN(Cc3ccc(C#N)cc3)CC1)C2=O (configuration not stated)	-4%	3	5	-1%	-1%	i	0.4	-2%
42	Cc1cccc(CSc2nnc(NC(=O)CSc3nnc(C)s3)s2)c1	8%	-24	6	2%	1%	i	0.3	i
43	COc1cccc(CC(CC(=O)O)C(=O)Nc2cc(C)ccc2C)c1 (configuration not stated)	-5%	12	-4	-18%	-2%	i	0.6	?
44	COc1ccccc1CC(=O)N1CCN(c2ccc(F)cc2)CC1	4%	14	8	4%	nt	i	0.6	-42%[inhibitor]
45	COC(=O)c1ccc(CNC(=O)COC(=O)/C=C/c2ccc(OC)c(OC)c2)cc1	4%	-12	0	4%	2%	i	-0.7	-2%
46	CCC1(CC)C(=O)NC(=O)NC1=S	0%	7	1	16%	nt	i	-0.4	i
47	CC(C)c1ccc(C(=O)OCC(=O)NC2CCCC2)cc1	1%	1	-3	-9%	1%	i	0.3	-37%[inhibitor]
48	Cc1ccccc1C(=O)N1CCc2c([nH]c3ccccc23)C1C(F)(F)F (configuration not stated)	10%	-16	-11	-18%	1%	i	-1.4	-24%
49	CCOC(=O)C1CCN(c2nc(-c3ccc(C)cc3)nc3ccccc23)CC1	12%	19	1	-4%	0%	i	-5.9	-7%
50	Cc1ccc(NC(=O)N2C3CCCC2CC(NC(=O)C2CC2)C3)cc1 (configuration not stated)	7%	-9	1	0%	0%	i	1.7	i
51	CCOc1ccc(/C(O)=C2/C(=O)C(=O)N(c3cc(C)on3)C2c2ccc(C(=O)OC)cc2)cc1 (configuration not stated)	-15%	-18	-4	-12%	-2%	i	-2.3	-26%
52	Cc1nn(C)c(C)c1/C=N/N=C1\CCC2C3CCc4cc(O)ccc4C3CCC12C (configuration not stated)	4%	9	-2	4%	0%	i	-1.0	i
53	O=C(COC(=O)c1cc(Cl)ccc1O)NCC1CCCO1 (configuration not stated)	1%	-12	-6	14%	-5%	i	-0.2	i
54	O=C(CNC1C(=O)Nc2ccccc21)Sc1ccccc1 (configuration not stated)	4%	-14	-6	-3%	1%	-111%*	-0.1	i
55	CC1CC(C)CN(S(=O)(=O)c2ccc(C(=O)Nc3nnc(C4CC4)o3)cc2)C1 (configuration not stated)	-12%	1	16	6%	0%	i	-0.1	-24%
56	Cc1c(O)ccc2c(=O)c(Oc3ccccc3)coc12	4%	-7	0	-1%	0%	i	-2.0	-6%
57	N#Cc1nc(COc2ccc(F)cc2)oc1NCCN1CCOCC1	-8%	16	0	-2%	0%	i	-2.5	i
58	OCCC1CN(Cc2cnc(-c3ccccc3)s2)CCN1C1CCCCC1 (configuration not stated)	2%	-11	-12	1%	1%	i	0.1	-14%
59	COCCNC(=O)c1ccc(CS(=O)(=O)c2ccc(Cl)cc2)o1	1%	-24	-4	6%	2%	i	-0.4	i
60	CC(=O)c1nn(-c2cccc(Cl)c2)cc1C(=O)c1ccco1	2%	21	3	10%	-1%	i	0.8	i
61	Fc1ccc(NC(=S)Nc2cc(-c3ccccc3)[nH]n2)cc1Cl	12%	-12	0	22%	-2%	i	2.8	-25%
